ERK EGF inh = blocks ERK signaling stimulated by EGF. HEK293-V1b, EGF-stimulated phospho-ERK AlphaScreen. Potency, µM (top dose mostly 11.5 µM), without a hit: at the highest dose activity change, negative = inhibition, usual class: inhibitors. 130,000 tested, 0.41% active; active means well fitted inhibition curve with a large enough effect; inconclusive means small, poorly fitted or top-dose-only effect, or effect the other way;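 further: plate controls were stimulated vehicle wells for no effect and unstimulated vehicle basal for full effect; nearly all actives have a fitted effect of over 55% in size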
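Concentration-response of compounds against EGF-driven ERK phosphorylation in V1b-expressing HEK293 cells; 30 min preincubation, 5 min EGF, AlphaScreen detection; Normalized to DMSO basal and 25 nM EGF.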
* hit, by the source's call; ? = inconclusive; & = joins results of further samples; [ ] = remark or other dose. Potency means the concentration at half of the fitted maximal effect. These rows are one share of the data; rates above refer to the full screens.

SMILES | ERK EGF inh
c1csc(CN2CCCC3(CCNCC3)C2)n1 | -4%
COc1ccc(/C=C2\C(=O)NC(=S)N(C)C2=O)cc1C | -4%
C=CC1CN2CCC1CC2C(OC(C)=O)c1ccnc2ccc(OC)cc12 (configuration not stated) | -2%[57.5 µM]
O[C@H]1CCCC[C@H]1N1CCC(c2ccccc2)CC1 | -11%
Cc1ccc(CN2CCN(Cc3ccccc3)CC2)cc1 | -8%
CCCCn1c(=O)c(C=Nc2ccc(Cl)cc2)c(O)n(Cc2ccco2)c1=O | 0%
COc1ccc(OCC#CCN2CCC(C)CC2)cc1 | 1%
CC1=CC(=O)C2=C(C)C[C@@H](O)[C@@H]3[C@@H](OC(=O)[C@H]3C)[C@H]12 | 0%[25.7 µM]
O=C(NC1CN2CCC1CC2)c1cc(Cl)c([N+](=O)[O-])c2nc[nH]c12 (configuration not stated) | 12%
O=C1NC(=O)N(Cc2ccc(F)cc2)C(=O)/C1=C/c1cccs1 | 4%
CCOC(=O)c1c(C)n(C(C)C)c2ccc(OC(=O)c3ccc(N4C(=O)CCC4=O)cc3)cc12 | -1%
CC1(C)C(O)CC(O)[C@]2(C)C1CC(O)[C@]1(C)C2CC[C@@]2(C)C(c3ccoc3)CC3OC312 (some centres not stated) | -3%
Clc1ccc(C(OCCN2CCCCC2)c2ccccc2)cc1 (configuration not stated) | 9%
Cn1c(O)c(C=NC2CCN(Cc3ccccc3)CC2)c(=O)[nH]c1=O | 6%[57.5 µM]
COc1cc(CN=C(C)c2c(O)n(C)c(=O)n(C)c2=O)cc(OC)c1 | -4%[57.5 µM]
COc1ccc2[nH]c3c(c2c1)CCN=C3C | -13%[25.7 µM]
CN(C)C1C(=O)C(C(N)=O)=C(O)[C@@]2(O)C(=O)C3=C(O)c4c(O)cccc4[C@@](C)(O)C3[C@H](O)C12 (some centres not stated) | 11%
O=C(OC1CCN(CCCl)CC1)C(c1ccccc1)c1ccccc1 | 14%
CC1OC(NCCc2ccccc2)C(O)C(O)C1O (configuration not stated) | 2%
NC(=O)CI | -5%
O=C(c1cccc(C(F)(F)F)c1)C1CCCN(Cc2ccccc2O)C1 (configuration not stated) | -7%
C[n+]1c(-c2ccccc2)cc(-c2ccc(O)cc2)cc1-c1ccccc1 | 0%
Cc1ccccc1NC(=O)CCl | -11%[57.5 µM]
C=C1C[C@@H]2[C@H](CC[C@]3(C)C(=O)CC[C@@H]23)[C@@]2(C)C=CC(=O)C=C12 | 5%[57.5 µM]
Cc1ccc(OCC(=O)Nc2ccc(Cl)cc2C(=O)c2ccccc2)cc1 | -4%
O=C1NC(=O)C(CCc2ccncc2)(Cc2cccc(Cl)c2Cl)C(=O)N1c1ccc(Br)cc1 (configuration not stated) | 1%
CCn1c(O)c(C=NCc2ccccc2)c(=O)[nH]c1=S | 5%
COc1ccc(CNC(=O)/C=C/c2ccc3[nH]cc(CCN(C)C)c3c2)cc1 | 2%
O=C1CN=C(c2ccccc2F)c2cc(Cl)ccc2N1 | -11%[57.5 µM]
CSc1ccccc1C(=O)C1CCCN(Cc2ccccn2)C1 (configuration not stated) | -23%
c1ccc(N2CCCC3(CCNCC3)C2)cc1 | -9%
C=CCn1c(O)c(C(CC)=NCCc2c[nH]c3ccccc23)c(=O)[nH]c1=O | 11%[57.5 µM]
Cc1ccccc1-n1c(O)c(/C=N/NC(=O)c2ccncc2)c(=O)[nH]c1=O | 3%[57.5 µM]
CCOC(=O)C(NC(C)=O)C(OC(C)=O)c1cccc(N(CCCl)CCCl)c1 (configuration not stated) | -4%
CCCC1C(C#N)=C(N)Oc2c1c(=O)oc1ccccc21 (configuration not stated) | -2%
O=C(c1c[nH]cc1-c1ccccc1)c1cccc2ccccc12 | 3%
CC[C@@]1(O)C(=O)OCc2c1cc1n(c2=O)Cc2cc3c(NC(=O)CN)cccc3nc2-1 | 3%[57.5 µM]
COc1cc(/C=C2\C(=O)NC(=O)N(c3ccccc3)C2=O)c([N+](=O)[O-])cc1OC | 1%[57.5 µM]
COc1cccc(-n2c(CN3CCN(C)CC3)nc3ccc([N+](=O)[O-])cc3c2=O)c1 | 5%
CNCCc1cnc[nH]1 | -2%
O=C1NC2NC(=O)N([N+](=O)[O-])C2N1 (configuration not stated) | 5%[57.5 µM]
O=C1CC(c2cccnc2)=NN1c1ccccc1 | -2%
CC(C)OC(=O)C1C2c3ccccc3C(c3ccccc32)C1C(=O)O (configuration not stated) | 7%
O=C1NC(=O)C2(Cc3ccccc3N3CCCC32)C(=O)N1c1ccc(Cl)cc1 (configuration not stated) | -11%[57.5 µM]
CCCCn1c(=O)c(C(=O)NCc2ccco2)c(O)c2ccccc21 | 6%[57.5 µM]
C=CCN1CCC23c4c5ccc(O)c4O[C@H]2C(=O)CC[C@@]3(O)C1C5 (some centres not stated) | 19%
CCCCC/C=C\C/C=C\C/C=C\CCCCCCC(=O)NCCO | -12%&-1%
O=c1[nH]c(O)c(N=Nc2ccc3c(c2)OCCO3)c(=O)[nH]1 | -4%
COc1ccc(C(C)=O)cc1CC(C(=O)c1ccc(C)cc1)N(C)C (configuration not stated) | 7%
O=c1oc2ccccc2c(O)c1C(c1ccccn1)c1c(O)c2ccccc2oc1=O | -9%[57.5 µM]
O=C1/C(=C\c2cc3c(cc2Cl)OCO3)N2CCC1CC2 | 1%
CC(=O)C1CCC2C3CCC4CC(O)CCC4(C)C3CC(O)C12C (configuration not stated) | 3%
N#C/C(=C\c1ccc(O)c(O)c1)C(N)=S | 13%
O=c1c2ccccc2nc(-c2ccccc2)n1-c1nccs1 | 7%
CN1CC(C(=O)c2ccc(Cl)cc2)C(c2ccc(N(C)C)cc2)C1 (configuration not stated) | ?
CCOc1cc(CNCCc2c[nH]c3ccccc23)cc(Cl)c1OC | -7%
NCCc1ccc(S(N)(=O)=O)cc1 | -7%
CC[C@@]1(c2ccc(N)cc2)CCC(=O)NC1=O | 6%[25.7 µM]
C[C@H]1C[C@@H](C)C(=O)[C@@H]([C@H](O)CC2CC(=O)NC(=O)C2)C1 | 6%[57.5 µM]
CC[N+](C)(CC)CCCOC(=O)C(O)(c1ccccc1)C1CCCCC1 (configuration not stated) | 0%

The listing continues:
SMILES | ERK EGF inh
Cc1ccc(C2=NC(C)(C)N3C2C3c2ccc([N+](=O)[O-])cc2)cc1 (configuration not stated) | 9%
CCC(C)C1(CC)C(=O)NC(=O)N=C1N (configuration not stated) | 4%
Cc1cccc(CN2CCCC(C(=O)c3cccc(OC(C)C)c3)C2)n1 (configuration not stated) | 3%
Cc1ccc(C(C)C)c(OCC(=O)N2CCN(Cc3nc4cc([N+](=O)[O-])ccc4n3C)CC2)c1 | -10%
CCOc1c(Cl)cc(CNCCc2c[nH]c3ccccc23)cc1OC | -2%
N#Cc1ccc(OCC(=O)N2CCN(Cc3ccc4c(c3)OCO4)CC2)cc1 | -10%
Cc1ccc(-n2c(/C=C/c3ccc4c(c3)OCO4)nc3ccccc3c2=O)cc1 | -17%
Cn1c(O)c(C=NCCCNC2CCCCC2)c(=O)n(C)c1=O | 9%
CCc1ccc(N2C(=O)NC(=O)/C(=C\c3cccn3CCOc3ccc(C(C)C)cc3)C2=O)cc1 | 2%
CCC1(C(=O)c2ccc(C)cc2)C2c3ccccc3OC(=O)C21C(=O)O (configuration not stated) | 5%[57.5 µM]
CCOc1cccc(=NC2CCCCC2)c2c(C)n(C)c(C)c12 | -6%[57.5 µM]
Fc1ccc(C2NCCc3[nH]cnc32)cc1 (configuration not stated) | -3%

Some values from the list:
Reading of C=CC1CN2CCC1CC2C(OC(C)=O)c1ccnc2ccc(OC)cc12 (configuration not stated) in ERK EGF inh: -2%[57.5 µM]
Reading of COc1cc(/C=C2\C(=O)NC(=O)N(c3ccccc3)C2=O)c([N+](=O)[O-])cc1OC in ERK EGF inh: 1%[57.5 µM]
Reading of C=CCn1c(O)c(C(CC)=NCCc2c[nH]c3ccccc23)c(=O)[nH]c1=O in ERK EGF inh: 11%[57.5 µM]
Reading of Cc1ccc(OCC(=O)Nc2ccc(Cl)cc2C(=O)c2ccccc2)cc1 in ERK EGF inh: -4%
Reading of CC[C@@]1(c2ccc(N)cc2)CCC(=O)NC1=O in ERK EGF inh: 6%[25.7 µM]

Next part:
SMILES | ERK EGF inh
CN1CCN(c2nc(N)cc(=O)[nH]2)CC1 | -1%[57.5 µM]
COc1cc2c(c(OC)c1OC)-c1ccc(O)c(=O)cc1[C@@H](NC(C)=O)CC2 | 3%
CCOP(=O)(OCC)C(NC(=O)Cc1ccccc1)C(Cl)(Cl)Cl (configuration not stated) | 1%
Cc1cccc(C)c1OP(N)(=O)OCC(F)(F)F (configuration not stated) | 2%
COC(=O)C1=Nc2ccccc2/C1=C\c1c(O)n(C)c(=O)n(C)c1=O | 0%[57.5 µM]
CC(Cc1ccccc1)NC(=O)Cc1ccc(N(C)C)cc1 (configuration not stated) | 1%
Cc1ccc(-c2nn(Cc3ccccc3)cc2C(=O)O)cc1 | 26%[57.5 µM]
O=C(c1ccc(Cl)cc1)C1CCCN(Cc2ccc3c(c2)OCCO3)C1 (configuration not stated) | 3%
O=C(O)[C@@H]1CCN1 | 1%
CC(Cc1ccc(OCC(=O)O)cc1)NCC(O)c1cccc(Cl)c1 (configuration not stated) | 4%
C[N+]1(C)CCC(OC(=O)C(c2ccccc2)c2ccccc2)CC1 | 3%&0%
CN1/C(=C\C=Nc2ccccc2)C(C)(C)c2ccccc21 | -16%[57.5 µM]
CCOc1ccc(CC2(CCc3ccncc3)C(=O)NC(=O)NC2=O)cc1 | 6%
CC(C(=O)c1ccc2ccccc2c1)N1CCCCC1 (configuration not stated) | -14%
Cc1ccc(C(O)(C(=O)NNC(=O)CN2CCN(C)CC2)c2ccc(C)cc2)cc1 | 4%
CCOC(=O)C(O)(c1ccc(N=Cc2ccccc2O)c(C)c1)C(F)(F)F (configuration not stated) | 2%
CC(C)(C)NC(=O)NC(=O)CN1CC=C(c2ccccc2)CC1 | -4%
CCC(=NCCCN1CCOCC1)c1c(O)n(-c2ccccc2C)c(=O)[nH]c1=O | 2%[57.5 µM]
COc1ccc(/C=N\N=C(N)N)cc1 | 0%
COC(=O)C1C=C2c3cccc4[nH]cc(c34)CC2N(C)C1 (configuration not stated) | -9%[57.5 µM]
O=c1c2ccccc2nc2n1CCS2(=O)=O | ?
CC(=O)Nc1nc(CCl)cs1 | 3%
CO[C@H]1CC=C2CCN3CCC4=C(CC(=O)OC4)[C@]23C1 | 12%
CCCNC(=O)N1CCC2(CC1)OCCO2 | -6%
COC1C(OC(=O)c2ccc(C)[nH]2)C(O)C(Oc2ccc3c(O)c(NC(=O)c4ccc(O)c(CC=C(C)C)c4)c(=O)oc3c2Cl)OC1(C)C (configuration not stated) | 2%[57.5 µM]
O=C1OC(c2ccc([N+](=O)[O-])cc2)=N/C1=C/N1CC2CC(C1)c1cccc(=O)n1C2 (configuration not stated) | 9%[57.5 µM]
CN1[C@@H]2CC[C@H]1CC(OC(=O)c1cc(Cl)cc(Cl)c1)C2 (some centres not stated) | 0%
CCCCCCNc1nc(OC)nc(N2CC3CC(C2)c2cccc(=O)n2C3)n1 (configuration not stated) | -1%
CC(=O)OC[C@]12C[C@H](OC(=O)CC(C)C)C(C)=C[C@H]1O[C@H]1[C@H](O)[C@@H](OC(C)=O)[C@@]2(C)[C@]12CO2 | -3%
c1ccc(-c2ccc(C(c3ccccc3)n3ccnc3)cc2)cc1 (configuration not stated) | ?
COC(=O)[C@]1(C)C[C@H]1[C@H](NP(=O)(c1ccccc1)c1ccccc1)c1ccccc1 | 3%&2%
O=C(c1cn(Cc2ccccc2)c2ccccc12)C1CC1 | -7%
O=c1[nH]c(=O)n(-c2cccc3ccccc23)c(O)c1/C=N/N1CCCCC1c1cccnc1 (configuration not stated) | -4%
CN(CCC(N)CC(=O)NC1C=CC(n2ccc(N)nc2=O)OC1C(=O)O)C(=N)N (configuration not stated) | 6%
N#Cc1c(N2CCNCC2)nc(-c2ccco2)c2c1CCCC2 | -3%[57.5 µM]
CCOP(=O)(OCC)C(NC(=O)c1ccccc1)C(Cl)(Cl)Cl (configuration not stated) | -7%

6 neighbouring compounds already listed:
SMILES | ERK EGF inh
COC(=O)[C@]1(C)C[C@H]1[C@H](NP(=O)(c1ccccc1)c1ccccc1)c1ccccc1 | 3%&2%
O=C(c1cn(Cc2ccccc2)c2ccccc12)C1CC1 | -7%
O=c1[nH]c(=O)n(-c2cccc3ccccc23)c(O)c1/C=N/N1CCCCC1c1cccnc1 (configuration not stated) | -4%
CN(CCC(N)CC(=O)NC1C=CC(n2ccc(N)nc2=O)OC1C(=O)O)C(=N)N (configuration not stated) | 6%
N#Cc1c(N2CCNCC2)nc(-c2ccco2)c2c1CCCC2 | -3%[57.5 µM]
CCOP(=O)(OCC)C(NC(=O)c1ccccc1)C(Cl)(Cl)Cl (configuration not stated) | -7%

Next section.
SMILES | ERK EGF inh
N/C(=N\[N+](=O)[O-])N1CCN(C(=O)c2ccccc2)CC1 | 3%
Clc1ccc(OCC#CCN2CCCC2)cc1 | -7%
CSc1ncc(CN2CCCC(C(=O)c3ccccc3SC)C2)cn1 (configuration not stated) | 7%[57.5 µM]
Cc1ccc2c(c1)C1CN(C)CCC1N2C(=O)Nc1cccc(Cl)c1 (configuration not stated) | -15%[57.5 µM]
CC(=O)C1CC[C@H]2C3CC[C@@H]4CC(O)CC[C@@]4(C)C3CC[C@]12C (some centres not stated) | ?
COc1ccc(OCC(=O)N2CCN(Cc3ccc4c(c3)OCO4)CC2)cc1 | -12%
O=C(c1ccccc1)C(CN1CCCC1)c1ccccc1 (configuration not stated) | 4%
NCC(O)c1cc(O)c(O)cc1F (configuration not stated) | 20%
CN(C)C(Cc1ccccc1)C(=O)c1cccs1 (configuration not stated) | -5%
O=c1[nH]c(O)c(N=Nc2cc([N+](=O)[O-])ccc2O)c(=O)[nH]1 | -6%
CC[C@]1(O)C(=O)OCc2c1cc1n(c2=O)Cc2cc3ccccc3nc2-1 | -13%
CCOP(=O)(OCC)C(O)c1cccnc1 (configuration not stated) | 4%[57.5 µM]
c1cc(CN2CCCC3(CCNCC3)C2)ccn1 | 8%

Screening data as filed in PubChem BioAssay.
